KCNK3 inh: human KCNK3 channel inhibitors, primary screen, CHO cells, FluxOR thallium flux, B-score. Potassium channel subfamily K member 3 (Homo sapiens), O14649. FluxOR fluorescence; active compounds read low. B-score at 10 µM. actives 0.84% (n = 340,000). AID 602410, 2012;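 active = B-score under library mean minus 4 SD, starting fluorescence ratio at most library mean plus 5 SD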;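 note: more negative B-score means stronger inhibition of thallium flux through KCNK3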
HDAC3 inh: HDAC3 deacetylase inhibitors, primary screen, biochemical, fluorescence, cell-free homogeneous | Histone deacetylase 3 (Homo sapiens), O15379 | recombinant HDAC3, fluorogenic peptide/trypsin coupled | actives 0.15% (n = 320,000) | inhibition, % at 8.3 µM; in the data active = inhibition above about 26%, passing the limit was not always enough; inconclusive = no clear call, values can overlap the other calls
Target sequence (O15379 whole entry, looked up): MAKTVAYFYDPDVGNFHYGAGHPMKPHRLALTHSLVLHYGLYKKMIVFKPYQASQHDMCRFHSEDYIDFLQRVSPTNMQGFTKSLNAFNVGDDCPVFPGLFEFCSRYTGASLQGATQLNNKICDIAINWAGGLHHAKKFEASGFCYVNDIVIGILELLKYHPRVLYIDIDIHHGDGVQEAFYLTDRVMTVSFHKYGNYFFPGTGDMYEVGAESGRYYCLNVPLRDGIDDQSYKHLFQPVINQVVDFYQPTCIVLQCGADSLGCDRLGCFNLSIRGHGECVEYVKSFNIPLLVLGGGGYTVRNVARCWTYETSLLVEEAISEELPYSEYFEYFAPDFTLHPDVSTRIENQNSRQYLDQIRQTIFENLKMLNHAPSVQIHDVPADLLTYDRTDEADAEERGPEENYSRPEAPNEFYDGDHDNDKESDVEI
GSK3A inh: blockers of GSK3A enzyme activity – biochemical, luminescence, cell-free homogeneous, HTS, primary screen; Glycogen synthase kinase-3 alpha (Homo sapiens), P49840; GSK-3 alpha kinase, ADP-Glo luminescence, 60 min; inhibition, % at 10 µM; actives 0.1% (n = 320,000); AID 2650, 2010;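 in the data active = inhibition above about 50%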;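 note: GST-tagged GSK-3 alpha with peptide substrate and 25 µM ATP; 0% = DMSO neutral wells and 100% = GW8510 positive control wells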
Target sequence (P49840 whole entry, looked up): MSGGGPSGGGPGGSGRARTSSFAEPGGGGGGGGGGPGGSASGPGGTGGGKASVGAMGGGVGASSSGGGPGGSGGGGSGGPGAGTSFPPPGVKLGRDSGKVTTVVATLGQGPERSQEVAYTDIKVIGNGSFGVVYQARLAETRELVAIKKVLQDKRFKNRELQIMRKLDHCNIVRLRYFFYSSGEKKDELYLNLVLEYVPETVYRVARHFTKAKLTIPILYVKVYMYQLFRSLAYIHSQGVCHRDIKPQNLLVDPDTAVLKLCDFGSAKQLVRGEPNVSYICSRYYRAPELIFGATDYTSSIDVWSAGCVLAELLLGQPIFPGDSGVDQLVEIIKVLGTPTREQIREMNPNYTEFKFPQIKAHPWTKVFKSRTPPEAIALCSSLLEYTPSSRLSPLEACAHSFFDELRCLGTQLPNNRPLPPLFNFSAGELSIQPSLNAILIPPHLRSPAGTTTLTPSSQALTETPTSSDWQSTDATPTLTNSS
Dyrk1A ADPGlo: rat Dyrk1A kinase inhibitors, primary screen, biochemical, single point, plate reader; Dual specificity tyrosine-phosphorylation-regulated kinase 1A (Rattus norvegicus), Q63470; ADP-Glo luminescence, NFATc1 peptide; inhibition, % at 12.5 µM; actives 0.43% (n = 310,000); in the data active = inhibition above about 50%;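 note: plate controls were vehicle with enzyme for no effect and no enzyme for full effect; many of its hits are not listed in these tables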
* hit, by the source's call; i = inactive; ? = inconclusive. This is a subset (hit frequency here may not be typical).

Letter code – A = KCNK3 inh; B = HDAC3 inh; C = GSK3A inh; D = Dyrk1A ADPGlo
[1] COc1ccc2oc(C(=O)N3CCN(C/C=C/c4ccccc4)CC3)c(C)c2c1
  A = i | B = 7 | C = -2 | D = 1

[2] OCCN(Cc1ccccc1)Cc1cccc(C(F)(F)F)c1
  A = i | B = 2 | C = 2 | D = 5

[3] Cc1c(C(=O)OCC(=O)NCc2ccco2)cccc1[N+](=O)[O-]
  A = i | B = 9 | C = 2 | D = 7

[4] Cc1cccc(NC(=O)CN2CCN(C(=O)c3cncn3-c3ccc(F)cc3)CC2)c1C
  A = i | B = -1 | C = 7 | D = 8

[5] CN(C)S(=O)(=O)c1cccc(NC(=O)COC(=O)c2ccc3ccccc3n2)c1
  A = i | B = -2 | C = -1 | D = -6

[6] CCOc1ccc(S(=O)(=O)N2CCOCC2)cc1NC(=O)CSCc1ccc(C)cc1
  A = i | B = 11 | C = -1 | D = -1

[7] O=C(CN1C(=O)NC2(CCc3ccccc32)C1=O)c1cccs1 (configuration not stated)
  A = i | B = 1 | C = -1 | D = 0

[8] CN(c1ccccc1)S(=O)(=O)c1cc(C(=O)N2CCN(c3ncccn3)CC2)ccc1Cl
  A = i | B = 6 | C = -2 | D = 0

[9] C#CCOCCOCCOCCNc1nc(N2CCN(C(=O)CCCCCCCCCCNC(=O)Cn3cc(C[C@@H](C)O)nn3)CC2)nc(N2CCN(C(=O)CCCCCCCCCCNC(=O)Cn3cc(C[C@@H](C)O)nn3)CC2)n1
  A = i | B = -5 | C = -1 | D = -5

[10] CNC(=O)c1[nH]cnc1C(=O)Nc1cccc(Cl)c1
  A = i | B = 1 | C = -1 | D = 4

Profiles, looked up by structure. Values in the order: KCNK3 inh | HDAC3 inh | GSK3A inh | Dyrk1A ADPGlo
Listed for `Cc1cccc(NC(=O)CN2CCN(C(=O)c3cncn3-c3ccc(F)cc3)CC2)c1C` → i | -1 | 7 | 8
Listed for `C#CCOCCOCCOCCNc1nc(N2CCN(C(=O)CCCCCCCCCCNC(=O)Cn3cc(C[C@@H](C)O)nn3)CC2)nc(N2CCN(C(=O)CCCCCCCCCCNC(=O)Cn3cc(C[C@@H](C)O)nn3)CC2)n1` → i | -5 | -1 | -5
Listed for `OCCN(Cc1ccccc1)Cc1cccc(C(F)(F)F)c1` → i | 2 | 2 | 5
Listed for `Cc1c(C(=O)OCC(=O)NCc2ccco2)cccc1[N+](=O)[O-]` → i | 9 | 2 | 7
Listed for `CCOc1ccc(S(=O)(=O)N2CCOCC2)cc1NC(=O)CSCc1ccc(C)cc1` → i | 11 | -1 | -1

Continued.
Letter code – A = KCNK3 inh; B = HDAC3 inh; C = GSK3A inh; D = Dyrk1A ADPGlo
[11] CCCCN1C(=O)C(=O)N(CC(=O)N2CCc3ccccc32)C1=O
  A = i | B = 2 | C = 1 | D = -2

[12] CN(CCc1ccccc1)C(=O)c1cccc(NC(=O)Cc2cccc([N+](=O)[O-])c2)c1
  A = i | B = 10 | C = -2 | D = 4

[13] CCn1c(SCC(=O)c2c(N)n(C3CC3)c(=O)[nH]c2=O)nnc1-c1ccoc1C
  A = i | B = -3 | C = -1 | D = 11

[14] CCOc1ccc2oc(C(=O)OCC(=O)NCc3ccc(OC)cc3)c(C)c2c1
  A = i | B = 1 | C = -5 | D = 3

[15] Cc1ccc(S(=O)(=O)NCCC(=O)NCC(c2cccs2)N(C)C)cc1C (configuration not stated)
  A = i | B = 1 | C = -2 | D = 1

[16] O=C(COC(=O)CC1CCCC1)Nc1ccc(Br)cc1F
  A = i | B = 1 | C = -5 | D = -5

[17] Cc1ccc(NC(=O)c2ccc(OCc3c(C)noc3C)cc2)nc1
  A = i | B = 9 | C = -2 | D = 3

[18] COC(=O)[C@]1(Cc2ccccc2)N[C@H](CN(C)C(=O)Nc2ccccc2)[C@@H]2C(=O)N(C)C(=O)[C@@H]21
  A = i | B = -3 | C = -1 | D = 0

[19] CCC(CC)c1nnc(NC(=O)c2cc([N+](=O)[O-])ccc2N2CCOCC2)s1
  A = i | B = 5 | C = 0 | D = -2

[20] CCOC(=O)C1CCN(C(=O)c2ccc(N3CCOCC3)c([N+](=O)[O-])c2)CC1
  A = i | B = 5 | C = -9 | D = -6

[21] Cc1ccc(C(=O)CCC(=O)NC2=NCCS2)cc1
  A = i | B = -3 | C = -1 | D = -1

[22] COc1ccc(C(=O)COC(=O)c2cncc(Br)c2)cc1
  A = i | B = -3 | C = -6 | D = 2

[23] CCOC(=O)[C@H]1[C@H]2COc3ccc(OC)cc3[C@@H]2N2C(=O)CN(Cc3ccco3)C(=O)[C@@]12C
  A = i | B = -1 | C = -1 | D = 0

[24] O=C(OCC(=O)N1CCCCC1)c1c[nH]c2ccccc12
  A = i | B = -6 | C = -2 | D = 3

[25] c1ccc2c(c1)Cc1ccccc1O2
  A = i | B = 3 | C = -2 | D = -4

[26] C[C@H](NC(=O)c1nc[nH]c1C(=O)OCc1ccccc1)c1ccccc1
  A = i | B = 5 | C = -2 | D = 2

[27] CC(C)(C)OC(=O)C[C@@H]1C/C=C\C[C@H](CC(=O)NCCO)C(=O)NC[C@@H](c2ccccc2)OC1=O
  A = i | B = -1 | C = -2 | D = 2

[28] CN(C(=O)CSc1nnc(-c2ccc(C(C)(C)C)cc2)n1C)C1CCS(=O)(=O)C1 (configuration not stated)
  A = i | B = -2 | C = -1 | D = -2

[29] Cc1ccc(NC(=O)CSc2ccccc2)cc1S(=O)(=O)N1CCCCC1
  A = i | B = 6 | C = -3 | D = -4

[30] C[C@H](CO)N1C[C@H](C)[C@@H](CN(C)Cc2ccc(-c3ccccc3)cc2)Oc2c(NS(=O)(=O)c3ccccc3)cccc2C1=O
  A = i | B = 10 | C = 1 | D = -6

[31] CN(C(=O)c1ccc(NC(=O)Cc2ccc(NC(=O)C3CCCN(C(=O)C4CCCC4)C3)cc2)cc1)C1CC1 (configuration not stated)
  A = i | B = -4 | C = 0 | D = -5

[32] CCOC(=O)c1c(C)[nH]c(C(=O)N(C)CC(=O)Nc2ccc(OC)cc2)c1C
  A = i | B = -3 | C = 1 | D = 8

[33] COc1ccc(C(=O)NCCOc2cccc(Oc3ccccc3)c2)cc1OC
  A = i | B = 12 | C = -1 | D = 1

[34] COc1ccccc1C(=O)COC(=O)Cc1ccccc1F
  A = i | B = 6 | C = -2 | D = 9

[35] O=C(c1cccc(S(=O)(=O)N2CCCC2)c1)N1CCOCC1
  A = i | B = 3 | C = -4 | D = 3

[36] COc1ncnc(NS(=O)(=O)c2ccc(N)cc2)c1OC
  A = i | B = -6 | C = -3 | D = -3

[37] NC(=O)C1CCN(C(=O)c2ccc(F)c(S(=O)(=O)N3CCOCC3)c2)CC1
  A = i | B = 25 | C = 0 | D = 3

[38] Cc1ccc(NC(=O)CN2C(=O)NC3(CCCc4ccccc43)C2=O)c(Cl)c1 (configuration not stated)
  A = i | B = 2 | C = 2 | D = 1

[39] Cn1c(N)c(C(=O)CSc2nnc3n2CCCCC3)c(=O)n(C)c1=O
  A = i | B = 3 | C = -1 | D = 3

[40] CC(NC(=O)COC(=O)c1ccc2ccccc2n1)c1ccccc1 (configuration not stated)
  A = i | B = 6 | C = 0 | D = 4

[41] CCC1CCCCN1CC(=O)Nc1ccc2c(c1)OCCO2 (configuration not stated)
  A = i | B = -3 | C = -2 | D = 3

[42] COc1ccccc1-c1sc2cc3c(cc2c1C#CC1(O)CCCCC1)OCO3
  A = i | B = ? | C = -2 | D = 4

[43] O=C(O)c1ccccc1NS(=O)(=O)c1ccc(NN=Cc2ccccc2F)c([N+](=O)[O-])c1
  A = i | B = 10 | C = 1 | D = -5

[44] Cc1ccnc2nc(C(=O)OCC(=O)c3ccccc3)nn12
  A = i | B = 7 | C = -2 | D = 5

[45] COc1ccccc1CNC(=O)CN1C(=O)NC(Cc2ccccc2)(c2ccccc2)C1=O (configuration not stated)
  A = i | B = 2 | C = -2 | D = -1

[46] COC(=O)[C@H](Cc1ccccc1)NC(=O)Cn1cnc2c(OCc3ccccc3)ncnc21
  A = i | B = 7 | C = 1 | D = 7

[47] O=C(CSC1=Nc2ccccc2C2CC=NN12)NCc1ccco1 (configuration not stated)
  A = i | B = 8 | C = -1 | D = 5

[48] CN(Cc1cccc(F)c1)C(=O)C1CC(=O)N(c2ccc3c(c2)OCCO3)C1 (configuration not stated)
  A = i | B = -6 | C = -1 | D = -3

[49] O=C(COC(=O)Cc1c(F)cccc1Cl)NNC(=O)c1ccccc1
  A = i | B = 2 | C = 0 | D = -1

[50] COc1ccc(-c2ccc(C(C)=O)cc2)cc1[C@H]1[C@@H]2C=CCC[C@@]2(C)C(=O)N1Cc1ccccc1
  A = i | B = 6 | C = 1 | D = -3

[51] Cc1cccc(C(=O)OCC(=O)Nc2c(C)n(C)n(-c3ccccc3)c2=O)c1
  A = i | B = 2 | C = -1 | D = 2

[52] COc1ccc2c(C)cc(SCC(=O)NC3CCCC3)nc2c1
  A = i | B = 2 | C = -1 | D = 5

[53] COCCn1c(SCC(=O)NC(=O)NC2CCCC2)nc2ccccc2c1=O
  A = i | B = 1 | C = -4 | D = 2

[54] c1coc(CNc2nc3nonc3nc2NCc2ccco2)c1
  A = i | B = 4 | C = -1 | D = 0

[55] Nc1nnc(SCC(=O)NNC(=O)c2ccc([N+](=O)[O-])cc2)s1
  A = i | B = 13 | C = -2 | D = -5

[56] COc1ccc(NS(=O)(=O)c2cc(NC(=O)[C@H](C)NC(N)=O)ccc2N2CCCC2)cc1
  A = i | B = -19 | C = -4 | D = 5

[57] Cc1cc(NC(=O)COC(=O)c2ccc(OC(F)(F)F)cc2)no1
  A = i | B = 7 | C = 0 | D = 5

[58] CCN(Cc1nc2cc(Cl)ccc2c(=O)[nH]1)C(=O)c1cccc(OCc2c(C)noc2C)c1
  A = i | B = -4 | C = 1 | D = -5

[59] CC(=O)c1ccc(S(=O)(=O)NCCCC(=O)N(C)Cc2ccc3c(c2)OCO3)cc1
  A = i | B = 2 | C = -5 | D = 2

[60] C#CCOCCOCCOCCNc1nc(N2CCOCC2)nc(N2CCN(C(=O)CCCCCCCCCCNC(=O)[C@H](CO)n3cc(CCCSC)nn3)CC2)n1
  A = i | B = -10 | C = 8 | D = 1

The results go on:
Letter code – A = KCNK3 inh; B = HDAC3 inh; C = GSK3A inh; D = Dyrk1A ADPGlo
[61] CC(C)CC1(C)NC(=O)N(CC(=O)Nc2ccc(F)c(F)c2F)C1=O (configuration not stated)
  A = i | B = -2 | C = -3 | D = 0

[62] O=C(COC(=O)C12CC3CC(CC(Cl)(C3)C1)C2)Nc1ccc2[nH]c(=O)[nH]c2c1
  A = i | B = 2 | C = 1 | D = 6

[63] CSc1ccccc1NC(=O)CN(C)C(=O)COc1ncnc2ccccc12
  A = i | B = -15 | C = -2 | D = -2

[64] C=CC[C@@H](CC(=O)N[C@H](CO)Cc1ccccc1)C(=O)NCCOC(=O)[C@@H](CC=C)CC(=O)OC(C)(C)C
  A = i | B = 4 | C = -1 | D = 4

[65] Cc1cc(C(=O)Nc2cccc(S(=O)(=O)N3CCOCC3)c2)c2ccccc2n1
  A = i | B = -3 | C = 1 | D = -5

[66] O=C(Cn1cnc2c(OCc3ccccc3)ncnc21)NCCCn1ccnc1
  A = i | B = -4 | C = 0 | D = -1

[67] COc1cc(C(O)C(=O)O)ccc1O (configuration not stated)
  A = i | B = -2 | C = 1 | D = -1

[68] CCOc1ccc(C(=O)NCC(=O)N2CCN(Cc3ccccc3)CC2)cc1
  A = i | B = 3 | C = -8 | D = 1

[69] COc1ccc(NC(=O)c2cc(-c3ccccc3)nc3c2cnn3C(C)C)cc1
  A = i | B = -5 | C = -2 | D = 5

[70] O=C(COc1ccc([N+](=O)[O-])cc1Cl)NCCN1C(=O)CSC1=O
  A = i | B = 5 | C = -1 | D = 1

[71] COc1ccc(NC(=O)N(C)C[C@H]2Oc3c(NC(=O)NC(C)C)cccc3C(=O)N([C@H](C)CO)C[C@@H]2C)cc1
  A = i | B = 1 | C = -3 | D = 9

[72] CC(=O)c1ccc(-c2ccc(C(=O)N(C)Cc3nc4ccccc4c(=O)[nH]3)o2)cc1
  A = i | B = -27 | C = 7 | D = -1

[73] COc1ccc(C2=CC(=O)C[C@H](c3ccc(F)cc3)C2)c(OC)c1
  A = i | B = 1 | C = -1 | D = 1

[74] COc1ccc(CNC(=O)COC(=O)C(CCSC)NC(=O)c2ccco2)cc1OC (configuration not stated)
  A = i | B = -4 | C = 1 | D = -4

[75] CCOC(=O)N1CCN(CC(=O)Nc2cc(OCC)ccc2OCC)CC1
  A = i | B = 0 | C = -2 | D = 10

[76] C=CC[C@@H](CC(=O)NCCO)C(=O)N[C@@H](COC(=O)[C@@H](CC=C)CC(=O)OC(C)(C)C)Cc1ccccc1
  A = i | B = 3 | C = -1 | D = 9

[77] Cc1ccccc1C(=O)N1CCC(C(=O)N2CCN(c3ncccn3)CC2)CC1
  A = i | B = -8 | C = -2 | D = -7

[78] O=[N+]([O-])c1ccc(Cl)c(S(=O)(=O)/N=C(/Nc2cccnc2)c2ccccc2)c1
  A = i | B = -3 | C = 2 | D = 6

[79] O=C(CN(c1ccccc1)S(=O)(=O)c1ccc(F)cc1)NCc1cccs1
  A = i | B = 2 | C = -1 | D = -4

[80] CN(Cc1cnn(Cc2ccccc2)c1)C(=O)CN=C1NS(=O)(=O)c2ccccc21
  A = i | B = -2 | C = -3 | D = 2
